PTHR1 ag: agonists of human PTHR1 parathyroid hormone receptor | HEK293 GP2 PTHR1 cells, GloSensor cAMP luminescence, 1 h | Potency, µM (top dose mostly 115 µM), for inactives: at the top dose activation, most hits filed as activators | 0.075% of 410,000 active; also: nearly all actives have a fitted effect of over 55% in size; some results filed as inactive show a strong effect at the top dose; inactives centre near -15; many of its hits are not listed in these tables
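HEK-293-derived GP2 cells expressing PTHR1 and a GloSensor cAMP reporter, 3,000/well, plated overnight, given luciferin plus IBMX (each 0.5 mM as added) for 1 h at 37 °C, then compound for 1 h at 37 °C. Luminescence was read after 15 min at room temperature.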
FUS suppressor: suppressors of FUS proteinopathy in yeast; 0.24% of 390,000 active; S. cerevisiae FUS-expressing, growth rescue, OD600, 24 h; Potency, µM (series often up to 76.6 µM), for inactives: at the highest dose growth rescue (activation), actives largely listed as activators;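 also: plate controls were DMSO vehicle for no effect and reference control for full effect; nearly all actives have a fitted effect of over 55% in size; some results filed as inactive show a strong effect at the top dose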
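Restored growth of FUS-toxic S. cerevisiae, read as 600 nm absorbance after 24 h at 30C in galactose medium (starting OD 0.005). Controls CP55940 and DMSO.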
aSyn yeast inh: rescues yeast growth from alpha-synuclein toxicity; Yeast expressing alpha-synuclein, growth rescue, BacTiter-Glo, 24 h; Potency, µM (doses to about 46.1 µM), inactives show at the top dose growth rescue (activation), hits mostly activators; 0.14% of 370,000 active; also: % of control where 0% means no effect; nearly all actives have a fitted effect of over 65% in size
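Readout is rescue of growth in alpha-synuclein-expressing yeast, so inhibitors of toxicity appear as activators. Growth after 24 hr at 30 deg C in galactose medium is quantified by luminescence.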
EPAC2 antag: EPAC2 (human) antagonism. EPAC2 GEF exchange of Rap1B-BODIPY-GDP, fluorescence. Q8WZA2. 0.18% of 360,000 active. AID 720708. Potency, µM (titrated, usually from 114 µM), for the others: at the top dose activity, negative = inhibition, hits mostly inhibitors; also: % is scaled to controls: 0 for no effect and ±100 for the full control effect; nearly all actives have a fitted effect of over 45% in size; many of its hits are not listed in these tables
Target sequence (Q8WZA2 whole entry, looked up): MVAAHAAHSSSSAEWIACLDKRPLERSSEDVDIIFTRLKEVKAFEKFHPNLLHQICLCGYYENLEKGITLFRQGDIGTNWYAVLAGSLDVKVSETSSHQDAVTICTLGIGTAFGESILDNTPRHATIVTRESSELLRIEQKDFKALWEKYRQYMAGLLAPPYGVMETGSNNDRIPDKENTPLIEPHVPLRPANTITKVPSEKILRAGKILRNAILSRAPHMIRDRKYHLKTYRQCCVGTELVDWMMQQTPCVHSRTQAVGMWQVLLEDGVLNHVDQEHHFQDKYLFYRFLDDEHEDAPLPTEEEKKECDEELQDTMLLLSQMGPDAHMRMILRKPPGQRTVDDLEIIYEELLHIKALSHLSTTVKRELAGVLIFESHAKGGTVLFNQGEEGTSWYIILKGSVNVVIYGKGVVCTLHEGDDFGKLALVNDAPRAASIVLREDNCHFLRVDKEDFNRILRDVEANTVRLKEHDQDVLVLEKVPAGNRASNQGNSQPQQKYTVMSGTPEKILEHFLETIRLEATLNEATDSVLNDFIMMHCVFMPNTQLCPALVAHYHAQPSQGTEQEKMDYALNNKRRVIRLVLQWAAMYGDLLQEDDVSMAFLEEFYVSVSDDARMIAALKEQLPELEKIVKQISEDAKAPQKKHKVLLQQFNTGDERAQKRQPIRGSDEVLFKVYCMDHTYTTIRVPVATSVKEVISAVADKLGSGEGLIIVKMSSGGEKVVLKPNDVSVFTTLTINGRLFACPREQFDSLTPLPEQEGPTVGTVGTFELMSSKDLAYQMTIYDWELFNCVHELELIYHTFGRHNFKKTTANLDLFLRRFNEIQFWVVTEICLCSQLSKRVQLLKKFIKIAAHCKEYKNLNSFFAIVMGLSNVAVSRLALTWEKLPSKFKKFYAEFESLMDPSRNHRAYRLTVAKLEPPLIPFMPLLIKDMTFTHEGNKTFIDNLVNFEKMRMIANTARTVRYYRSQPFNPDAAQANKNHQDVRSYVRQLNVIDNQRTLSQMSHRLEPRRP
EPAC2 ag: activates human EPAC2 exchange factor; Q8WZA2; EPAC2 activation, biochemical qHTS; response scale: 100% = 6.5 mM cAMP response; Potency, µM (top dose mostly 154 µM), without a hit: at the highest dose activation, most hits filed as activators; 0.079% of 360,000 active; also: nearly all actives have a fitted effect of over 50% in size
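Compounds were titrated in qHTS against a Rap1B-BODIPY-GDP (250 nM) complex with EPAC2 (100 nM) and GDP (50 uM). BODIPY-GDP release tracked at 480/540 nm over 30 min at room temperature, normalized to 6.5 mM cAMP.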
TDP43 rescue: TDP-43 toxicity inhibition in yeast; TDP-43 expressing yeast growth rescue, BacTiter-Glo, 24 h; Potency, µM (series often up to 46.1 µM), for the others: top-dose growth rescue (activation), usual class: activators; 1.8% of 410,000 active; also: % of control where 0% means no effect; nearly all actives have a fitted effect of over 50% in size
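Growth rescue of TDP-43-toxic yeast measured as ATP luminescence (BacTiter-Glo). Cells grown to mid-log in raffinose, induced in galactose at OD600=0.02, exposed to compound 24 hr at 30 deg C.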
EPAC1 agonist: activates human EPAC1 exchange factor. EPAC1 agonist qHTS, biochemical assay; response scale: 100% = response to 6.5 mM cAMP. AID 720707. 0.073% of 360,000 active. Potency, µM (titrated, usually from 154 µM), for the others: at the top dose activation, most hits filed as activators. O95398; also: nearly all actives have a fitted effect of over 60% in size
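Fluorescent GDP-exchange assay: 100 nM EPAC1 with 250 nM Rap1B preloaded with BODIPY-GDP and 50 uM GDP; compounds tested as concentration series, 5 min at room temperature, then read every 5 min for 30 min (ex 480/em 540 nm); normalized to 6.5 mM cAMP.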
EPAC1 antagonist: blocks human EPAC1 exchange factor; O95398; EPAC1 GEF assay, Rap1b-BODIPY-GDP exchange fluorescence; Potency, µM (top dose mostly 115 µM), without a hit: at the top dose activity change, negative = inhibition, hits mostly inhibitors; 0.14% of 360,000 active;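 also: plate controls were vehicle for no effect and positive control for full effect; nearly all actives have a fitted effect of over 50% in size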
The depositor's hits bear a star; i = inactive; ? = inconclusive; nt = no result given; [ ] = remark or other dose. Calls follow the shape of the dose curve; as a rule, active = well fitted curve in the direction sought with a large enough effect; inconclusive = small, poorly fitted or top-dose-only effect, or another doubt; inactive = no such curve, though single readings can be large; an effect the other way counts as inactive or inconclusive. Potency is read from the fitted curve at half-maximal effect. An excerpt (hit frequency here may not be typical).

SMILES	PTHR1 ag	FUS suppressor	aSyn yeast inh	EPAC2 antag	EPAC2 ag	TDP43 rescue	EPAC1 agonist	EPAC1 antagonist
C[C@H](CO)N1C[C@H](C)[C@@H](CN(C)Cc2ccc(-c3ccccc3)cc2)Oc2c(NS(=O)(=O)c3cn(C)cn3)cccc2C1=O	-25%	28%	2%	-8%	3%	20%	2%	-15%
Cc1ccc(S(=O)(=O)N(C)/N=C/C=C/c2ccccc2)cc1	i	-27%	7%	-11%	4%	3%	9%	0%
COc1ccc(CNC(=O)c2nccnc2CO)cc1	i	5%	7%	6%	6%	-5%	5%	9%
CCCCCNC(=O)C(c1cc2ccccc2o1)n1c(=O)c(-c2ccccc2)nc2ccccc21 (centres undefined)	-12%	19%	11%	-14%	-5%	6%	14%	-5%
CCCC(=O)Nc1ccc(C(N)=O)cc1	-6%	-9%	-5%	0%	0%	-17%	-10%	-13%
CCCCOC(=O)Nc1nc2ccc([N+](=O)[O-])cc2s1	-20%	-28%	1%	0%	-2%	30%	2%	-6%
CCOc1ccc(CCNc2nc3c(c(=O)n(C)c(=O)n3C)n2CC)cc1OCC	-2%	20%	2%	1%	5%	-10%	5%	14%
Cc1ccnc(NC(=O)c2cccc(NC(=O)Cc3ccccc3)c2)c1	-10%	-6%	-1%	-4%	1%	0%	-9%	-9%
CCn1c2ccccc2c2cc(NC(=O)COC(=O)c3cccc(S(=O)(=O)NC)c3)ccc21	i	53%	-3%	13%	12%	-4%	5%	2%
CCOC(=O)C1CCN(CC(O)COc2ccc(C(C)=O)cc2)CC1 (centres undefined)	-24%	-25%	0%	2%	-3%	4%	-12%	0%
CCOC(=O)N1CCN(S(=O)(=O)c2ccc(C)cc2)C1c1ccccc1 (centres undefined)	-4%[57.5 µM]	24%	9%	-4%	1%	0%	3%	-4%
O=C1CCCc2ccccc2N1Cc1c(Cl)cccc1Cl	i	2%	17%	0%	11%	-12%	10%	-21%
Cc1nnsc1C(=O)Nc1ccc(S(=O)(=O)N2CCC(C)CC2)cc1	-64%[inhibitor]	-3%	0%	-18%	0%	-7%	0%	-26%
COc1ccc(C2CC(c3ccccc3)=NN2C(=S)Nc2ccccc2)cc1 (centres undefined)	-21%	13%	10%	1%	20%	9%	16%	-8%
O=C(c1ccc(N2CN(C(=O)c3ccco3)c3nc4ccccc4nc32)cc1)N1CCOCC1	i	8%	0%	3%	-17%	-15%	4%	12%
COc1ccc(NC(=O)COC(=O)Cc2c[nH]c3ccccc23)cc1Cl	i	19%	1%	-3%	14%	1%	14%	-12%
Cc1ccc(Sc2nc3ccc(C)cn3c(=O)c2/C=N/O)cc1	-14%	-3%	-4%	2%	19%	-8%	10%	4%
O=S(=O)(c1ccccc1)N1CCN(C(=S)Nc2ccccc2Cl)CC1	-8%	nt	10%	-13%	14%	-10%	4%	-15%
CCN(CC)CCCCOc1ccccc1OC	-7%[57.5 µM]	7%	-5%	5%	3%	-22%	-9%	10%
COc1cccc(CN(C(=O)COc2ccc(C)cc2)C2CCS(=O)(=O)C2)c1 (centres undefined)	-14%	9%	1%	-2%	3%	-2%	-3%	0%
O=C(NNS(=O)(=O)c1ccccc1)C1CC(c2cccnc2)=NO1 (centres undefined)	i	9%	0%	5%	-5%	17%[9.22 µM]	3%	2%
CC1(C(=O)Nc2ccccc2Br)CCN1C(=O)Cc1ccccc1Cl (centres undefined)	i	1%	8%	5%	8%	15%	-9%	-4%
CCC(Oc1ccc(F)cc1)C(=O)N1CCCCCCC1 (centres undefined)	-6%	?	0%	-11%	0%	4%	-7%	-9%
O=C(CSc1nc2nc[nH]c2c(=O)[nH]1)NC1CCCCC1	i	-10%	4%	2%	-4%	8%	-4%	-4%
Cc1cc(=O)oc2cc(OCC(=O)Nc3ccc(CN4CCOCC4)cc3)c(Cl)cc12	i	37%	-1%	-2%	1%	-14%	-6%	-17%

Remaining list, next part.
SMILES	PTHR1 ag	FUS suppressor	aSyn yeast inh	EPAC2 antag	EPAC2 ag	TDP43 rescue	EPAC1 agonist	EPAC1 antagonist
Cc1cc(O)c(-c2cc(C(=O)Nc3ccc(S(=O)(=O)N4CCOCC4)cc3)[nH]n2)cc1C	?	24%	2%	-4%	21%	-22%	29%	-22%
COc1cc2c(cc1OC)CN(C(=O)c1oc3ccccc3c1C)CC2	-18%	12%	3%	-13%	22%	?	12%	-6%
Cc1cc(Nc2cc(F)ccc2C)n2nc(C)nc2n1	i	-24%	-5%	-14%	1%	7%	-3%	-12%
CCc1ccc(CNC(=O)C2CCC(=O)N(CCc3ccc(Cl)cc3)C2)nc1 (centres undefined)	-6%	22%	-3%	-11%	-3%	-11%	-17%	-30%
N#CCc1c(C#N)c(N)nc(Nc2ccccc2)c1C#N	i	3%	-6%	7%	-18%	-13%	14%	-15%
Cc1cc(C)c(S(=O)(=O)N2CCCC(C(=O)N3CCOCC3)C2)c(C)c1 (centres undefined)	-7%	17%	-3%	-1%	0%	-6%	2%	-9%
CC1/C(=N/O)CC(c2ccccc2)N(C)C1c1ccccc1 (centres undefined)	-18%[57.5 µM]	-7%	-3%	-5%	-2%	?	4%	2%
CC(=O)Nc1ccc(S(=O)(=O)N(C)CC(=O)OC2CCCCC2=O)cc1 (centres undefined)	i	nt	-2%	12%	0%	19%	6%	14%
Cc1ccc(OC(=O)C2CCN(C(=O)c3ccccc3C)CC2)c(Br)c1	i	nt	13%	-9%	3%	26%	21%	-16%
O=C(c1cccc([N+](=O)[O-])c1)c1ccc2c(c1)C(=O)NC2=O	i	12%	0%	-5%	4%	15%	-3%	0%
CC(C)[N+](C)(C)CC(O)CN(c1ccccc1)c1ccccc1 (centres undefined)	-76%	-11%	2%	-6%	9%	8%	7%	-6%
Cc1ccccc1-c1cnn(-c2cccc([N+](=O)[O-])c2)c1N	-6%	-3%	7%	-3%	11%	21%[9.22 µM]	-3%	8%
CCCC(=O)N1CCN(c2ccc(NC(=O)c3ccco3)cc2)CC1	-73%[inhibitor]	19%	-4%	-1%	5%	10%	-5%	0%
Cc1cccc(C)c1OCC(O)CN1CCN(c2ccccc2)CC1 (centres undefined)	-8%	21%	-3%	1%	3%	-12%	-9%	11%
CCc1ccc(-c2nc(CN3CCC(C(=O)NCCN(CC)c4ccccc4)CC3)c(C)o2)cc1	-17%	nt	-1%	-17%	-12%	9%	-2%	6%
CC(C)(C)c1cnnn1-c1ccc(C(=O)CCl)cc1	i	34%	-9%	-1%	5%	8.9µM*	15%	6%
CC1CCC(C(=O)NC(C(=O)NCCc2ccc(S(N)(=O)=O)cc2)C(C)C)CC1 (centres undefined)	i	22%	-4%	19%	-5%	5%	-27%	-8%
Cc1nn(CCC(N)=O)c2nc(-c3cccs3)cc(C(F)(F)F)c12	-65%[inhibitor]	42%	1%	-9%	1%	-1%	-9%	?
CCc1n[nH]c(=S)n1/N=C/c1cc(Br)c(O)c(OC)c1	-23%	-13%	-2%	-3%	-4%	12%	-5%	-17%
CCN(Cc1ccncc1)C(=O)C1CCN(S(=O)(=O)c2cccs2)CC1	-7%[57.5 µM]	39%	0%	-2%	6%	-45%[inhibitor]	3%	-16%
CCN(CC)C(=O)c1nc[nH]c1C(=O)N1CCN(c2ccccc2)CC1	i	-15%	-4%	-2%	16%	8%	8%	-15%
CCOC(=O)CSc1cc(=O)n(C)c2cc(Cl)ccc12	-11%	nt	6%	11%	1%	6%	-2%	-7%
Cc1c(C(=O)NCCSCc2c(F)cccc2Cl)cnn1-c1ccc(Cl)cc1	-29%	22%	-1%	-11%	-1%	20µM*	20%	-25%
COc1ccccc1C(=O)Nc1ccc(-c2nnc(SCC(=O)O)n2C)cc1	-16%	9%	-5%	5%	3%	-27%	2%	4%
COc1ccc(C)cc1CN1C(=O)c2ccccc2C1=O	-9%	12%	2%	?	16%	?	1%	7%

Following part
SMILES	PTHR1 ag	FUS suppressor	aSyn yeast inh	EPAC2 antag	EPAC2 ag	TDP43 rescue	EPAC1 agonist	EPAC1 antagonist
COc1ccc(CCC(=O)NCC2CCCCC2)cc1OC	i	24%	-3%	11%	6%	-18%	4%	17%
COC1=CC(=O)OC(C)(c2ccccc2)C1 (centres undefined)	i	-15%	1%	6%	3%	-10%	-7%	1%
O=C(CSc1nc2ccccc2o1)NC1CCCC1	i	-4%	0%	6%	1%	4%	8%	7%
CCCn1nc(NS(=O)(=O)c2ccccc2)c2cc3cc(C)ccc3nc21	-31%	nt	6%	-2%	-13%	20%	-3%	1%
COc1ccc(C(CNc2nc(-c3cccnc3)nc3ccccc23)N(C)C)cc1 (centres undefined)	i	34%	4%	1%	4%	7%	2%	0%
O=C(Nc1cccnc1)OC1CCCCC1	i	-12%	3%	0%	8%	-22%	7%	3%
O=C(Nc1nc(-c2cccc([N+](=O)[O-])c2)cs1)C(c1ccccc1)c1ccccc1	-2%[57.5 µM]	?	-13%	-11%	10%	-9%	-2%	-11%
Cc1ccc(Cl)cc1NC(=O)CN1CCOCC1	i	14%	-4%	-2%	7%	5%	1%	-9%
CC1(c2ccccc2)NC(=O)N(CC(=O)Nc2cc(C(F)(F)F)ccc2N2CCCCC2)C1=O (centres undefined)	-11%	?	1%	-5%	2%	15%	4%	-18%
Cc1ccccc1C(=O)Nc1cc(NC(=O)c2ccccc2C)cc(C(=O)O)c1	-29%	9%	-10%	-5%	4%	-17%	-5%	-12%
O=C(Cn1nnc(-c2ccccc2F)n1)Nc1ccc2c(c1)OCO2	i	-17%	0%	8%	-3%	-13%	-4%	11%
COc1cc(/C=N\NC(=O)CNC(=O)C(c2ccccc2)c2ccccc2)ccc1O	i	20%	-8%	0%	7%	-15%	3%	?
